# BaF3 tox = parental Ba/F3 viability inhibition as JAK2V617F counter-screen | CellTiter-Glo ATP luminescence | AID 1486 | inhibition, % at 5.6 µM | hit rate 1.1% among 220,000;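 active means inhibition above a per-campaign cutoff, the mean inhibition of all tested compounds plus 3 SD, cut at about 27% in these data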;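 further: 0% = DMSO wells and 100% = JAK Inhibitor I control wells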
# NCF1 inh = blocks human p47phox regulatory protein of NADPH oxidases; p47phox/p22phox peptide binding, fluorescence polarization, 2 h; inhibition, % at 24.7 µM; hit rate 0.53% among 220,000;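 active means inhibition above about 30%, limit read from the data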;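 further: 0% = p47phox with labelled peptide and 100% = labelled peptide alone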
# S1P4 antagonist = antagonists of human S1P4 receptor; O95977; S1P4-expressing cells, antagonist mode, reporter read-out; inhibition, % at 4.98 µM; hit rate 0.26% among 220,000; in the data active means inhibition above about 29%;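 further: 0% = wells stimulated with agonist and 100% = vehicle wells without agonist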
# CHOP inh = blocks CHOP induction under ER stress; AID 2732; inhibition, % at 10 µM; CHO-K1 CHOP-promoter luciferase, tunicamycin-induced, 15-18 h; hit rate 3.8% among 220,000;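 active means compounds that reduced the stress-induced luciferase reporter signal by more than about 70% of percent inhibition, limit read from the data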;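 further: 0% = tunicamycin plus vehicle and 100% = wells without tunicamycin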
# NPY Y1 blocker = antagonists of human neuropeptide Y receptor Y1. hit rate 1% among 200,000. HEK293-CNG Y1 cells, membrane potential fluorescence; NPY at EC95, then isoproterenol. P25929. inhibition, % at 3.6 µM;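 active means inhibition above the campaign mean inhibition of all tested compounds plus 3 SD, cut at about 20% in these data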;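 further: 0% = DMSO wells given NPY plus isoproterenol and 100% = isoproterenol alone without NPY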
# Target sequence (P25929 whole entry, looked up): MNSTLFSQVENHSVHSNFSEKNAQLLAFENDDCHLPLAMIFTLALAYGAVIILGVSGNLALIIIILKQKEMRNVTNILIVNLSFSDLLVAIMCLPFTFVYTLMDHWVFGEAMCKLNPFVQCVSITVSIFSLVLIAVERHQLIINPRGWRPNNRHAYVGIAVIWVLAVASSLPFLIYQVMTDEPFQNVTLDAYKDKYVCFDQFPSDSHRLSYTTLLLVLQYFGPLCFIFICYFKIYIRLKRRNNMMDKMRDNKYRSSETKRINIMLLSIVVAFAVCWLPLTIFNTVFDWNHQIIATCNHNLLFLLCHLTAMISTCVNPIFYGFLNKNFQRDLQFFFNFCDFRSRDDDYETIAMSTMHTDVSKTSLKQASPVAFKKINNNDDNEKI
#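 Material: HEK293 cells with Y1 receptor plus CNG channel; times: compound incubation 1 h at room temperature, readout 45 min post-stimulation; signal: fluorescence, membrane potential probe; read-out basis: fluorescence ratio normalized to % inhibition between controls; benchmarks: full-block control isoproterenol-only wells, zero-block control NPY plus isoproterenol wells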
# NPY1 pot ag = human NPY-Y1 potentiation or agonism, primary screen; P25929; NPY-Y1 expressing cells, potentiator/agonist activation; activation, % at 3.6 µM; hit rate 0.37% among 220,000; AID 1304; in the data active means activation above about 33%, passing the limit was not always enough;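 further: cells stimulated with NPY at EC10 then isoproterenol at EC100; 0% = low agonist plus stimulus and 100% = saturating agonist plus stimulus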
# S1P4 agonist = human S1P4 receptor agonism. O95977. S1P4-expressing cell line, agonist reporter assay. activation, % at 4.98 µM. hit rate 0.35% among 220,000. AID 1509; in the data active means activation above about 11%;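 further: 0% = DMSO vehicle and 100% = reference agonist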
# Ba/F3 V617F tox = loss of viability in JAK2V617F-driven Ba/F3 cells; Ba/F3 EpoR-JAK2V617F viability, ATP luminescence; inhibition, % at 5.6 µM; hit rate 1.1% among 220,000; AID 1446;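 active means inhibition above the campaign mean plus 3 SD over all tested compounds, cut at about 24% in these data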;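 further: cytokine-independent growth of Ba/F3 cells driven by EpoR plus mutant JAK2; 0% = DMSO-treated cells and 100% = JAK inhibitor I control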
# NPY2 pot ag = potentiates or activates human NPY-Y2 receptor | cells expressing NPY-Y2, potentiator/agonist read-out | AID 1359 | hit rate 0.45% among 220,000 | activation, % at 3.6 µM; in the data active means activation above about 27%;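 further: cells stimulated with NPY near EC25 plus isoproterenol at EC100; 0% = vehicle plus submaximal agonist and 100% = vehicle plus saturating agonist; some results beyond the cut were filed as inactive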
# Target sequence (P49146 whole entry, looked up): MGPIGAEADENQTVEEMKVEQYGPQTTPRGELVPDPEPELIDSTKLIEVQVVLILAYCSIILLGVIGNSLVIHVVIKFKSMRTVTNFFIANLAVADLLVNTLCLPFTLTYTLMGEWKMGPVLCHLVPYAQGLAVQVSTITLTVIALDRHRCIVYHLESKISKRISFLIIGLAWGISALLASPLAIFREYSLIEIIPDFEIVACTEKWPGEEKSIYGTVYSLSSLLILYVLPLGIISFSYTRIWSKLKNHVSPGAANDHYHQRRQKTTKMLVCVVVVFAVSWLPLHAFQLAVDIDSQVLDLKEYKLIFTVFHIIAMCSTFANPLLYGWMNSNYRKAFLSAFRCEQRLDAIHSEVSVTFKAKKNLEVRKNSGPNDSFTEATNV
# Active calls of the source: *; x = not tested or not shown.
cpd	structure	BaF3 tox	NCF1 inh	S1P4 antagonist	CHOP inh	NPY Y1 blocker	NPY1 pot ag	S1P4 agonist	Ba/F3 V617F tox	NPY2 pot ag
1	CCCCCC(=O)N/N=C/c1ccco1	-1	-5	-16	13	-2	16	1.4	-6	2
2	O=C(NC(Nc1nc2ccc([N+](=O)[O-])cc2s1)(C(F)(F)F)C(F)(F)F)c1ccccc1Cl	81*	-10	43*	97*	12	55*	-1.2	100*	83*
3	COCCNC(=O)c1ccccc1NC(=O)CCSc1ccccc1	-1	-1	1	4	-1	-1	0.0	-5	-16
4	O=C(Nc1ccn(-c2ccccc2)n1)c1ccc(S(=O)(=O)N2CCCCCC2)cc1	4	2	-3	x	-1	-16	0.7	3	-8
5	O=C(c1ccco1)N1CCN(c2ncnc3c2[nH]c2ccc(Cl)cc23)CC1	5	-18	-1	28	5	-26	0.8	-2	6
6	O=S(=O)(Nc1c(S(=O)(=O)c2ccccc2)c2nc3ccccc3nc2n1C1CCCCC1)c1ccccc1	6	-28	5	106*	-1	13	-0.3	-2	8
7	CN(C)S(=O)(=O)c1ccc(NC(=O)c2ccc(Br)o2)cc1	6	1	-5	-20	-3	-7	1.0	0	-13
8	N#CCCN1CCN(S(=O)(=O)c2ccc(S(=O)(=O)NCC3CCCO3)cc2)CC1 (stereo not given)	0	3	-13	26	-1	-5	0.9	0	-10
9	COc1ccccc1N1CCN(C(=O)c2nn(-c3ccccc3OC)c(=O)c3ccccc23)CC1	3	-6	-10	7	5	-2	0.7	3	20
10	CC(C)(C)NC(=O)C(c1ccc(O)cc1)N(Cc1ccco1)C(=O)Cn1nnc(-c2cccs2)n1 (stereo not given)	3	-10	-22	9	4	-16	3.7	2	-5
11	O=C(CC1C(=O)NCCN1C(=O)c1ccc(F)cc1)OCc1ccccc1 (stereo not given)	3	-9	-24	-19	-3	-12	-0.9	2	-8
12	COc1ccccc1-c1cc(C(=O)Nc2sc3c(c2C#N)CCC(C)C3)c2ccccc2n1 (stereo not given)	2	-66	0	-7	1	-16	-1.3	4	-10
13	COc1ccc(NC(=O)c2c(N)no[n+]2[O-])c(OC)c1	2	2	-7	2	2	6	1.0	-3	12
14	CCOC(=O)C(C)Oc1ccc2c(-c3cccc([N+](=O)[O-])c3)cc(=O)oc2c1 (stereo not given)	1	2	-10	7	-3	-13	2.0	0	2
15	Cc1nc(/N=C\N(C)C)sc1C(=O)Nc1ccccc1	5	3	13	-4	-2	-21	-0.3	-4	-3
16	CCOC(=O)NC(NCc1ccccc1)(C(F)(F)F)C(F)(F)F	1	3	-19	3	-4	-7	2.1	-1	1
17	COc1ccc(Oc2nc(C)nc3c2oc2ccccc23)cc1	3	4	-7	-27	6	0	0.6	-2	-24
18	Cc1ccc(C(=O)N2CCN(C(=O)c3ccco3)CC2)cc1NC(=O)c1ccco1	9	1	-7	1	-1	-5	0.6	1	2
19	CC(=O)NC(Cc1c[nH]c2ccccc12)C(=O)NCc1ccc2c(c1)OCO2 (stereo not given)	1	2	-5	-26	-4	1	1.5	1	17
20	O=C(COC(=O)Cc1ccccc1F)Nc1cccc(S(=O)(=O)NC2=NCCCCC2)c1	6	-13	-19	12	-2	1	-0.1	2	13
21	CCOC(=O)C1CCN(C(=S)Nc2ccc(Cl)cc2C)CC1	4	-6	-20	26	-3	2	-1.6	0	7
22	Cc1csc(NC(=O)CSc2nnc(-c3ccoc3C)n2CCc2ccccc2)n1	4	-11	3	32	-4	2	0.7	0	7
23	O=C(/C=C/c1ccc(F)cc1)Nc1nc2ccccc2[nH]1	-1	-1	-3	56	1	21	1.6	-8	-10
24	CSc1nnc(C)c(/C=C/NOCc2cccc(F)c2)n1	4	1	4	35	-1	-11	-1.0	1	8
25	O=c1c(/C=N/N2CCOCC2)c(C(F)(F)F)[nH]n1-c1ccccc1	3	-6	-16	10	1	9	-0.1	-1	-4
26	c1ccc(Cc2noc(CN3CCCN(C4Cc5ccccc5C4)CC3)n2)cc1	-2	-1	-23	4	4	-13	-0.7	0	-6
27	COc1ccc(NC(=S)N(Cc2ccccn2)Cc2ccccc2Cl)cc1	4	-4	7	-2	2	-17	0.1	1	-4
28	O=C(CS(=O)(=O)c1ccccc1)Nc1ccc(N2CCOCC2)cc1	7	-16	-2	11	-2	-13	0.0	5	-13
29	Cc1ccc(S(=O)(=O)N2CCN(C(C)CC(=O)O)CC2)cc1 (stereo not given)	6	4	7	16	6	-1	1.7	0	-3
30	O=C(CN1C(=O)C2CCCN2C(=O)c2ccccc21)Nc1ccccc1-n1cccc1 (stereo not given)	6	x	-8	x	-2	9	1.9	3	10

# Part of the list above, reformatted.
14	CCOC(=O)C(C)Oc1ccc2c(-c3cccc([N+](=O)[O-])c3)cc(=O)oc2c1 (stereo not given)
15	Cc1nc(/N=C\N(C)C)sc1C(=O)Nc1ccccc1
16	CCOC(=O)NC(NCc1ccccc1)(C(F)(F)F)C(F)(F)F
17	COc1ccc(Oc2nc(C)nc3c2oc2ccccc23)cc1
18	Cc1ccc(C(=O)N2CCN(C(=O)c3ccco3)CC2)cc1NC(=O)c1ccco1
19	CC(=O)NC(Cc1c[nH]c2ccccc12)C(=O)NCc1ccc2c(c1)OCO2 (stereo not given)
20	O=C(COC(=O)Cc1ccccc1F)Nc1cccc(S(=O)(=O)NC2=NCCCCC2)c1
21	CCOC(=O)C1CCN(C(=S)Nc2ccc(Cl)cc2C)CC1

Compound	14	15	16	17	18	19	20	21
BaF3 tox	1	5	1	3	9	1	6	4
NCF1 inh	2	3	3	4	1	2	-13	-6
S1P4 antagonist	-10	13	-19	-7	-7	-5	-19	-20
CHOP inh	7	-4	3	-27	1	-26	12	26
NPY Y1 blocker	-3	-2	-4	6	-1	-4	-2	-3
NPY1 pot ag	-13	-21	-7	0	-5	1	1	2
S1P4 agonist	2.0	-0.3	2.1	0.6	0.6	1.5	-0.1	-1.6
Ba/F3 V617F tox	0	-4	-1	-2	1	1	2	0
NPY2 pot ag	2	-3	1	-24	2	17	13	7

22	Cc1csc(NC(=O)CSc2nnc(-c3ccoc3C)n2CCc2ccccc2)n1
23	O=C(/C=C/c1ccc(F)cc1)Nc1nc2ccccc2[nH]1
24	CSc1nnc(C)c(/C=C/NOCc2cccc(F)c2)n1

Compound	22	23	24
BaF3 tox	4	-1	4
NCF1 inh	-11	-1	1
S1P4 antagonist	3	-3	4
CHOP inh	32	56	35
NPY Y1 blocker	-4	1	-1
NPY1 pot ag	2	21	-11
S1P4 agonist	0.7	1.6	-1.0
Ba/F3 V617F tox	0	-8	1
NPY2 pot ag	7	-10	8

# (continued)
cpd	structure	BaF3 tox	NCF1 inh	S1P4 antagonist	CHOP inh	NPY Y1 blocker	NPY1 pot ag	S1P4 agonist	Ba/F3 V617F tox	NPY2 pot ag
31	COc1ccc(C)cc1N(CC(=O)Nc1cccc(N(C)S(C)(=O)=O)c1)S(C)(=O)=O	6	-14	-5	25	-7	-9	1.3	3	-5
32	O=[N+]([O-])c1cccc(/C=C/c2nc(C=Nc3ccccc3)c(O)o2)c1	3	0	18	8	4	-36	1.4	3	-14
33	O=c1c2cnn(-c3ccccc3)c2ncn1Cc1cccc(Cl)c1	5	3	-21	-2	-3	-2	2.1	-1	18
34	CC(OC(=O)C1CCCO1)C(=O)NC1CCCC1 (stereo not given)	-1	-3	-8	2	-3	-11	-0.6	1	7
35	COc1cc2c(cc1NC(=O)C(C)OC(=O)C1CC(=O)N(Cc3ccco3)C1)oc1ccccc12 (stereo not given)	4	-31	0	33	-10	124*	-1.7	-5	6
36	Cc1cc(NC(=O)c2cnc3ccccn3c2=O)no1	1	x	-11	x	2	17	-1.2	-3	15
37	COc1cc(C)ccc1OCCOCCOc1ccc(C)cc1[N+](=O)[O-]	5	-3	-6	32	6	-12	1.2	-3	-10
38	Cc1ccc(S(=O)(=O)NC(=O)COc2ccccc2C(N)=O)cc1	1	-5	25	62	-3	-4	-0.8	-5	-8
39	COc1nn(C(C)C(=O)N2N=C(C(F)F)CC2(O)C(F)F)cc1[N+](=O)[O-] (stereo not given)	0	0	6	44	3	-6	0.6	-2	13
40	N#Cc1nc(COc2ccccc2F)oc1N1CCCCCC1	4	-12	9	47	18	-25	1.4	0	-19
41	O=C(CCCN1C(=O)/C(=C/c2ccccc2)SC1=S)Nc1ccccc1O	1	-12	-5	82*	17	-21	-0.2	-7	-4
42	O=C(Nc1cccc([N+](=O)[O-])c1)C1CC(=O)N(Cc2ccccc2)C1 (stereo not given)	0	-12	-7	-2	1	21	-2.3	-4	1
43	COc1cccc(NC(=O)Cn2c(CCC(=O)O)ccc2-c2ccc(Cl)cc2)c1	6	-15	3	5	5	2	2.5	3	3
44	Cn1c(/C(C#N)=C2/CCCCCN2)nc2ccccc21	5	-13	-3	41	2	-5	-0.9	0	-10
45	O=C(NCc1ccc(F)cc1)C1CCCN(S(=O)(=O)c2cccnc2)C1 (stereo not given)	4	-15	-18	-17	9	-1	-1.9	2	3
46	Cc1cccc(C(=O)NNC(=O)/C=C/C(=O)O)c1	3	5	-7	-15	-1	8	0.1	-1	13
47	COc1ccccc1NC(C)=O	6	2	-8	27	-2	-13	0.4	0	5
48	CC(C)OC(=O)CSc1nnc(CNc2ccc(Cl)cc2)n1Cc1ccccc1	11	-14	-4	28	1	7	-1.0	6	2
49	c1ccc(Cc2ccc(OCCCNC3CCCC3)cc2)cc1	6	-8	7	35	3	-25	1.5	3	-17
50	CC1CCCC(C)N1CCCNC(=O)Cn1cc2c(n1)CCCC2 (stereo not given)	9	-29	-6	6	4	-3	-0.4	5	2
51	CCc1ccc(-c2cc(C(=O)NCc3ccccn3)c3ccccc3n2)cc1	5	-3	2	10	-3	-16	-1.3	-2	-3
52	CCCn1c(SCC(=O)NC(=O)NCc2ccco2)n[nH]c1=O	3	8	-14	25	-5	5	0.0	1	5
53	COc1ccc(NS(=O)(=O)c2cc(NC(=O)/C=C/c3cccs3)ccc2N2CCOCC2)cc1	3	-41	-9	24	-2	17	-0.5	-2	4
54	CC1=CC(=C(C#N)c2nc3ccccc3s2)C=C(C)N1Cc1ccco1	3	-3	-10	-28	0	-3	1.7	1	-6
55	O=C1C2C3C=CC(C3)C2C(=O)N1c1ccc2c(c1)OCO2 (stereo not given)	2	0	-5	19	-5	0	2.5	57*	-6
56	S=c1[nH]nc(-c2ccccc2)c2ccccc12	6	-4	-24	-22	-1	2	-0.2	2	-1
57	CCOC(=O)CSc1nc2ccccc2c(=O)[nH]1	4	-4	-9	30	3	4	-2.3	-3	3
58	CC[C@H](C)[C@H](NC(N)=O)C(=O)Nc1ccccc1F	4	-11	-36	14	0	8	0.5	1	3
59	O=C(NCCC1=CCCCC1)C1CCN(S(=O)(=O)c2ccc(-n3cnnn3)cc2)CC1	4	-11	2	14	-8	-9	-2.5	-1	8
60	COc1ccccc1CCc1nnc(CCC(=O)NCC[C@@H]2C[C@@H]3C=C[C@H]2C3)o1	6	-11	-12	11	17	-9	0.6	-4	-20
61	CCOC(=O)CSc1nn(-c2ccccc2)c(=S)s1	4	2	-5	2	5	-9	-1.2	3	-7

# Screening data from PubChem.
